Screens: PubChem, National Center for Advancing Translational Sciences (NCATS)
TDP1 block = qHTS Assay for Inhibitors of Tyrosyl-DNA Phosphodiesterase (TDP1); Tyrosyl-DNA phosphodiesterase 1 (Homo sapiens), Q9NUW8; recombinant TDP1, AlphaScreen DNA substrate cleavage; Potency, µM (doses to about 130 µM), inactives show at the highest dose activity change, negative = inhibition, actives largely listed as inhibitors; actives 0.28% (n = 350,000); AID 485290, 2010; further: nearly all actives have a fitted effect of over 40% in size
Target sequence (Q9NUW8 whole entry, looked up): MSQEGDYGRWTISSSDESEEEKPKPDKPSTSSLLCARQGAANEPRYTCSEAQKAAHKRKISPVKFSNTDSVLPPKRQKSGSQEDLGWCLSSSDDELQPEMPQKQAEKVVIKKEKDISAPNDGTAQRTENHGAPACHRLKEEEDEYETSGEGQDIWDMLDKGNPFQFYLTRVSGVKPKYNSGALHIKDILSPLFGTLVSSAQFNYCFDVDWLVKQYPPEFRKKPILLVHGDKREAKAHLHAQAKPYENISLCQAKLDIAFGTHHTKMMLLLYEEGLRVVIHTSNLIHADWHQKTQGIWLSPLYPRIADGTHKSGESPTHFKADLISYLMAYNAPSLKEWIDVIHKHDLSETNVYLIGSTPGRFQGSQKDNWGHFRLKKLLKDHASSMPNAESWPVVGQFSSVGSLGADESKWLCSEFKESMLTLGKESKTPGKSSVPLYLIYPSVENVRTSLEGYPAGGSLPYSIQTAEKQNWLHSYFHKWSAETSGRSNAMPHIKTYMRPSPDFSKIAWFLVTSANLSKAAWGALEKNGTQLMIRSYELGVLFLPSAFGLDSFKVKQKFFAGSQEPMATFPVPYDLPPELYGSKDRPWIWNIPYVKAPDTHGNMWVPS
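Steps: enzyme plus compound, 15 min RT; add biotin/phosphotyrosine-FITC oligonucleotide (15 nM final), react 5 min; add donor/acceptor beads (10 ug/ml final), 10 min; read AlphaScreen. Tdp1 at 1 nM final.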
DT40 TDP1 no CPT = qHTS for Inhibitors of human tyrosyl-DNA phosphodiesterase 1 (TDP1): qHTS in cells in absence of CPT | DT40 Tdp1-/- hTDP1 cells, no CPT, ATP luminescence, 48 h | AID 686978, 2013 | actives 15% (n = 420,000) | Potency, µM (highest dose often 46.2 µM), for inactives: at the highest dose activity change, negative = growth inhibition, actives largely listed as inhibitors; further: nearly all actives have a fitted effect of over 55% in size
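No-CPT arm: Tdp1-/-;hTDP1 DT40 cells (400/well) plus compounds, incubated ≥48 hr at 37 °C. Readout CellTiter-Glo luminescence.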
DT40 TDP1 CPT = qHTS for Inhibitors of human tyrosyl-DNA phosphodiesterase 1 (TDP1): qHTS in cells in presence of CPT. Potency, µM (highest dose often 46.2 µM), for inactives: top-dose activity change, negative = growth inhibition, actives largely listed as inhibitors. chicken DT40 Tdp1-/-;hTDP1 cells + 20 nM CPT, ATP luminescence, 48 h. actives 12% (n = 420,000); further: nearly all actives have a fitted effect of over 55% in size
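Cell growth measured by CellTiter-Glo luminescence after a minimum 48 h, 37 C compound exposure with 20 nM CPT in Tdp1-knockout DT40 cells stably expressing hTDP1, seeded 400/well; qHTS titration format.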
* marks the source's active call; other numbers are inactive results; ? = inconclusive; nt = no result given; [ ] = another dose, or the depositor's remark. The call rests on the fitted dose curve; in most records, active means well fitted curve in the direction sought with a large enough effect; inconclusive means small, poorly fitted or top-dose-only effect, or another doubt; inactive means no such curve, though single readings can be large; an effect the other way counts as inactive or inconclusive. On the % scale 0 is the no-effect control and ±100 the full control effect; potency means the concentration at half of the fitted maximal effect.

COc1ccc(-c2onc3ccc(Cl)cc23)cc1
  TDP1 block: -1.1% | DT40 TDP1 no CPT: -16.2% | DT40 TDP1 CPT: ?

CC1CCCN(CC(=O)Nc2ccc(S(=O)(=O)N3CCCCCC3)cc2)C1 (stereo not drawn)
  TDP1 block: 5.7% | DT40 TDP1 no CPT: ? | DT40 TDP1 CPT: ?

COc1c(Cl)ccc(Cl)c1C(=O)O
  TDP1 block: -5.4% | DT40 TDP1 no CPT: -12.5% | DT40 TDP1 CPT: -1.3%

Cc1cccc(NC(=O)c2sccc2-n2cccc2)c1C
  TDP1 block: 7.8% | DT40 TDP1 no CPT: ? | DT40 TDP1 CPT: -8.0%

Cc1nn2c3cc(N4CCOCC4)ccc3nc2c2ccccc12
  TDP1 block: nt | DT40 TDP1 no CPT: ? | DT40 TDP1 CPT: -24.1%

Cc1ccc(NC(=O)N2CCC(NC(=O)c3cccc(C)c3)CC2)cc1
  TDP1 block: nt | DT40 TDP1 no CPT: -25.0% | DT40 TDP1 CPT: ?

N#C/C(=N\O)c1nc2ccccc2s1
  TDP1 block: -2.6% | DT40 TDP1 no CPT: -0.3% | DT40 TDP1 CPT: 3.1%

CC(NC(=O)COC(=O)COc1cccc2c1OC(C)(C)C2)c1ccccc1 (stereo not drawn)
  TDP1 block: -0.6% | DT40 TDP1 no CPT: 2.7% | DT40 TDP1 CPT: 4.8%

COc1cc(-n2c(C)nc3cc(C(=O)O)ccc32)cc(OC)c1OC
  TDP1 block: 4.6% | DT40 TDP1 no CPT: -7.0% | DT40 TDP1 CPT: -13.1%

CN(C)c1cccc(C(=O)Nc2nnc(Cc3ccccc3)s2)c1
  TDP1 block: 4.3% | DT40 TDP1 no CPT: ? | DT40 TDP1 CPT: ?

CCC(C)[C@H](NC(=O)Nc1ccc(S(N)(=O)=O)cc1)C(=O)OC (stereo partly drawn)
  TDP1 block: nt | DT40 TDP1 no CPT: -11.9% | DT40 TDP1 CPT: -19.1%

CSc1ncccc1C(=O)Nc1ccc(S(=O)(=O)Nc2nccs2)cc1
  TDP1 block: -0.6% | DT40 TDP1 no CPT: -5.6% | DT40 TDP1 CPT: 1.1%

C[C@@H]1[C@H](c2ccccc2)OCCS(=O)(=O)N1Cc1ccccc1F
  TDP1 block: nt | DT40 TDP1 no CPT: 12.6µM* | DT40 TDP1 CPT: ?

Cc1cc(C)n(-c2nc3ccccc3nc2N2CCCCCC2)n1
  TDP1 block: -6.6% | DT40 TDP1 no CPT: ? | DT40 TDP1 CPT: ?

CC1CC(C)CN(CCOc2cccc3ccccc23)C1 (stereo not drawn)
  TDP1 block: nt | DT40 TDP1 no CPT: ? | DT40 TDP1 CPT: -22.3%

Look-ups from the results shown:
DT40 TDP1 CPT with `Cc1nn2c3cc(N4CCOCC4)ccc3nc2c2ccccc12` reads -24.1%
DT40 TDP1 no CPT with `CC(NC(=O)COC(=O)COc1cccc2c1OC(C)(C)C2)c1ccccc1` (stereo not drawn) reads 2.7%

The listing picks up, starting 2 compounds before the break.
Cc1cc(C)n(-c2nc3ccccc3nc2N2CCCCCC2)n1
  TDP1 block: -6.6% | DT40 TDP1 no CPT: ? | DT40 TDP1 CPT: ?

CC1CC(C)CN(CCOc2cccc3ccccc23)C1 (stereo not drawn)
  TDP1 block: nt | DT40 TDP1 no CPT: ? | DT40 TDP1 CPT: -22.3%

O=C(c1cc(=O)[nH]c2ccccc12)N1CC=C(c2ccccc2)CC1
  TDP1 block: nt | DT40 TDP1 no CPT: ? | DT40 TDP1 CPT: ?

O=C(Nc1ccc2oc(-c3ccccc3F)nc2c1)c1cncc(Br)c1
  TDP1 block: 3.3% | DT40 TDP1 no CPT: ? | DT40 TDP1 CPT: -19.6%

CCOC(=O)N1CCc2c(sc3c2c(=O)n(CCc2ccccc2)c(=O)n3Cc2cc(C)ccc2C)C1
  TDP1 block: -1.3% | DT40 TDP1 no CPT: -7.2% | DT40 TDP1 CPT: -5.9%

COc1ccc(OC)c(NC(=O)CSC2=NN3CCCC(=O)N=C3S2)c1
  TDP1 block: 2.0%[0.0935 µM] | DT40 TDP1 no CPT: ? | DT40 TDP1 CPT: ?

CCCCn1c(SCC#N)nc2ccccc2c1=O
  TDP1 block: -5.5% | DT40 TDP1 no CPT: ? | DT40 TDP1 CPT: 7.5%

CC(=O)c1cccc(NC(=O)CN(C)Cc2ccc(OC(F)F)cc2)c1
  TDP1 block: -5.1% | DT40 TDP1 no CPT: ? | DT40 TDP1 CPT: ?

COc1ccc(N2CCN(Cc3nc(N)nc(Nc4ccc(C)c(Cl)c4)n3)CC2)cc1
  TDP1 block: 14.3% | DT40 TDP1 no CPT: 16.4µM* | DT40 TDP1 CPT: 9.2µM*

Cc1ccccc1C(=O)Nc1ccnn1C1CCN(Cc2ccccn2)CC1
  TDP1 block: 2.1% | DT40 TDP1 no CPT: -2.5% | DT40 TDP1 CPT: -0.9%

Cc1ccccc1NC(=O)c1c(C)[nH]c(=S)c(C#N)c1-c1ccco1
  TDP1 block: 5.6% | DT40 TDP1 no CPT: 1.9% | DT40 TDP1 CPT: -13.7%

CC(=O)Nc1ccc(S(=O)(=O)N2CCN=C2SCc2cccnc2)cc1
  TDP1 block: 0.0% | DT40 TDP1 no CPT: ? | DT40 TDP1 CPT: ?

COc1ccc(S(=O)(=O)N2CCN(C)CC2)c2ccccc12
  TDP1 block: -1.1% | DT40 TDP1 no CPT: -15.5% | DT40 TDP1 CPT: -2.6%

CCC(=O)OCCNc1nc(-c2ccccc2)nc2ccccc12
  TDP1 block: 1.2% | DT40 TDP1 no CPT: -21.2% | DT40 TDP1 CPT: -7.4%

CCOC(=O)c1sc(NC(=O)c2ccc(S(=O)(=O)N3CCCCC3)cc2)nc1-c1ccccc1
  TDP1 block: 2.7% | DT40 TDP1 no CPT: ? | DT40 TDP1 CPT: -11.7%

Cc1cc(C2N=C(N)Nc3nc4ccccc4n32)c(C)n1-c1ccccc1Cl (stereo not drawn)
  TDP1 block: 0.0% | DT40 TDP1 no CPT: ? | DT40 TDP1 CPT: 20.6µM*

CCOC(=O)C(C(=O)OCC)C(Nc1ccc(Br)cc1)c1ccccc1 (stereo not drawn)
  TDP1 block: 3.9% | DT40 TDP1 no CPT: ? | DT40 TDP1 CPT: 29.1µM*

Compounds listed so far containing an NH in an aromatic ring (2):
O=C(c1cc(=O)[nH]c2ccccc12)N1CC=C(c2ccccc2)CC1
  TDP1 block: nt | DT40 TDP1 no CPT: ? | DT40 TDP1 CPT: ?

Cc1ccccc1NC(=O)c1c(C)[nH]c(=S)c(C#N)c1-c1ccco1
  TDP1 block: 5.6% | DT40 TDP1 no CPT: 1.9% | DT40 TDP1 CPT: -13.7%

Another view of part of the listing above:
Fields – TDP1 block, DT40 TDP1 no CPT, DT40 TDP1 CPT
- CC(=O)c1cccc(NC(=O)CN(C)Cc2ccc(OC(F)F)cc2)c1
 : -5.1%, ?, ?
- COc1ccc(N2CCN(Cc3nc(N)nc(Nc4ccc(C)c(Cl)c4)n3)CC2)cc1
 : 14.3%, 16.4µM*, 9.2µM*
- Cc1ccccc1C(=O)Nc1ccnn1C1CCN(Cc2ccccn2)CC1
 : 2.1%, -2.5%, -0.9%
- Cc1ccccc1NC(=O)c1c(C)[nH]c(=S)c(C#N)c1-c1ccco1
 : 5.6%, 1.9%, -13.7%

More structures
Cc1cc(C)n(-c2nc3ccccc3c3nc(C)nn23)n1
  TDP1 block: 4.3% | DT40 TDP1 no CPT: -3.4% | DT40 TDP1 CPT: -5.9%

O=C(CNCc1ccco1)Nc1ccccc1-n1cccc1
  TDP1 block: 5.0% | DT40 TDP1 no CPT: -3.9% | DT40 TDP1 CPT: 9.6%

CC(C)Cc1ccc(CN2CCCC(NC(=O)CCN3CCOCC3)C2)cc1 (stereo not drawn)
  TDP1 block: 5.2% | DT40 TDP1 no CPT: ? | DT40 TDP1 CPT: ?

CCOC(=O)C1CCCN(C(=O)C2CCN(S(=O)(=O)N3CCC4(CC3)OCCO4)CC2)C1 (stereo not drawn)
  TDP1 block: 2.1% | DT40 TDP1 no CPT: -12.1% | DT40 TDP1 CPT: -13.8%

CCCn1nnc2sc3c(c2c1=O)CCC(C)C3 (stereo not drawn)
  TDP1 block: 4.2% | DT40 TDP1 no CPT: ? | DT40 TDP1 CPT: -24.4%

Cc1ccsc1/C=N/NC(=O)c1ccncc1
  TDP1 block: 5.9% | DT40 TDP1 no CPT: -10.9% | DT40 TDP1 CPT: 5.8%

COC(=O)NNC(=O)c1ccccc1OC
  TDP1 block: 5.5% | DT40 TDP1 no CPT: 29.0% | DT40 TDP1 CPT: -5.4%

O=C(c1cccnc1)N1c2ccccc2Sc2ccccc21
  TDP1 block: 1.2% | DT40 TDP1 no CPT: 14.6µM* | DT40 TDP1 CPT: 14.6µM*

O=C(NCc1cccc(C(F)(F)F)c1)c1ccc2sc(C3=C[C@@H](O)[C@@H](O)[C@@H](CO)O3)nc2c1
  TDP1 block: nt | DT40 TDP1 no CPT: 11.6µM* | DT40 TDP1 CPT: 11.6µM*

COc1ccc(C(=O)SC2=NCCS2)cc1
  TDP1 block: -5.0% | DT40 TDP1 no CPT: -5.8% | DT40 TDP1 CPT: -6.1%

Cc1ccc(N2C(=O)N3[C@H](c4ccc(Cl)cc4)[C@@H]4C(=O)N(C5CCCCC5)C(=O)[C@@H]4[C@]3(Cc3ccccc3)C2=O)cc1
  TDP1 block: nt | DT40 TDP1 no CPT: 2.6% | DT40 TDP1 CPT: -13.0%

CN(C)c1ccc2c(c1)OC(N)=C(C#N)C2c1cccc(F)c1 (stereo not drawn)
  TDP1 block: 9.4% | DT40 TDP1 no CPT: 0.0206µM* | DT40 TDP1 CPT: 0.0206µM*

COC(=O)c1ccc(NC(=O)C(=O)N2CCCC2)cc1
  TDP1 block: 4.7% | DT40 TDP1 no CPT: -4.0% | DT40 TDP1 CPT: -20.7%

O=C(Cc1cccc2ccccc12)N1CCCc2ccccc21
  TDP1 block: -3.9% | DT40 TDP1 no CPT: -25.3% | DT40 TDP1 CPT: ?

CC(=O)c1cccc(-n2nnnc2SCC(=O)Nc2cccc(NC(=O)c3ccco3)c2)c1
  TDP1 block: 6.7% | DT40 TDP1 no CPT: ? | DT40 TDP1 CPT: -26.4%

O=C(COC(=O)CNC(=O)C1CCCCC1)Nc1ccccc1OC(F)F
  TDP1 block: -4.0% | DT40 TDP1 no CPT: 0.9% | DT40 TDP1 CPT: ?

CCN(CC)C(=O)[C@H]1CC(CC(=O)NCc2ccco2)C(=O)N2CCc3c([nH]c4ccccc34)[C@]12C (stereo partly drawn)
  TDP1 block: 1.7% | DT40 TDP1 no CPT: -17.4% | DT40 TDP1 CPT: -24.8%

C=CCC[C@@H](Cc1ccc(F)cc1)C(=O)OC[C@H](Cc1c[nH]c2ccccc12)NC(=O)[C@H](CC=C)CC(=O)N(CCO)Cc1ccccc1
  TDP1 block: 3.6% | DT40 TDP1 no CPT: 20.6µM* | DT40 TDP1 CPT: 14.6µM*

COc1ccc(C(=O)C2CCCN(C(=O)c3cccc(N4CCCC4=O)c3)C2)cc1OC (stereo not drawn)
  TDP1 block: nt | DT40 TDP1 no CPT: -3.2% | DT40 TDP1 CPT: -4.2%

Cc1ccc(CNC(=O)CCc2c(C)nn(-c3ccc(N4CCCC4)nn3)c2C)cc1
  TDP1 block: 8.4% | DT40 TDP1 no CPT: ? | DT40 TDP1 CPT: ?

CS(=O)(=O)c1ccc2nc(NC(=O)CN3C(=O)C4CC=CCC4C3=O)sc2c1 (stereo not drawn)
  TDP1 block: 2.5% | DT40 TDP1 no CPT: 6.6% | DT40 TDP1 CPT: 13.0%

COc1ccc(NCc2nnc(SCC#N)n2-c2ccccc2OC)cc1
  TDP1 block: 2.1% | DT40 TDP1 no CPT: 16.4µM* | DT40 TDP1 CPT: ?

COc1ccc(S(=O)(=O)N2CCCCC2)cc1NCC(=O)Nc1ccc(C)cc1
  TDP1 block: nt | DT40 TDP1 no CPT: 9.2µM* | DT40 TDP1 CPT: 16.4µM*

Nc1[nH]c(C(=O)c2ccccc2)c(-c2ccc(Br)cc2)c1C(=O)NC1CCCCC1
  TDP1 block: nt | DT40 TDP1 no CPT: -17.9% | DT40 TDP1 CPT: 6.6%

FC(F)(F)c1ccccc1Cc1c(-c2ccccc2)nc2c3ccccc3ccn12
  TDP1 block: nt | DT40 TDP1 no CPT: ? | DT40 TDP1 CPT: ?
